Screening results as filed in PubChem.
DAX1 inh-1 = inhibitors of DAX1 repression of SF-1 activated StAR promoter. HEK293T StAR-luciferase reporter, SF-1/DAX-1 repression relief. inhibition, % at 6.8 µM. hit rate 1.1% among 370,000. AID 652010;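 active = inhibition above the mean over all tested compounds plus 3 SD, cut at about 3.6% in these data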;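 also: 0% = DAX-1 cells with DMSO and 100% = cells lacking DAX-1 with DMSO; higher inhibition means more luminescence from relief of DAX-1 repression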
SMARCA2 act = increases SMARCA2 function in MMTV reporter cells. MG213 cells, MMTV-luciferase reporter, dexamethasone, overnight. activation, % at 9.1 µM. hit rate 1% among 370,000. AID 652017; in the data active = activation above about 7.8%;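 also: 0% = vehicle wells and 100% = reference activator wells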
ADAM17 inh = ADAM17 inhibition, QFRET primary screen | P78536 | recombinant ADAM17, EDANS/DABCYL FRET peptide cleavage | inhibition, % at 6.95 µM | hit rate 0.83% among 370,000;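 active = inhibition above the mean of compounds lying between control limits plus 3 SD, set per campaign, cut at about 8.5% in these data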;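 also: 0% = DMSO-only wells as the low control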
MBD2 DNA inh = inhibitors of human MBD2 binding to methylated oligonucleotide; inhibition, % at 4.4 µM; hit rate 0.31% among 370,000; TR-FRET; Q9UBB5; in the data active = inhibition above about 13%
Target sequence (Q9UBB5 whole entry, looked up): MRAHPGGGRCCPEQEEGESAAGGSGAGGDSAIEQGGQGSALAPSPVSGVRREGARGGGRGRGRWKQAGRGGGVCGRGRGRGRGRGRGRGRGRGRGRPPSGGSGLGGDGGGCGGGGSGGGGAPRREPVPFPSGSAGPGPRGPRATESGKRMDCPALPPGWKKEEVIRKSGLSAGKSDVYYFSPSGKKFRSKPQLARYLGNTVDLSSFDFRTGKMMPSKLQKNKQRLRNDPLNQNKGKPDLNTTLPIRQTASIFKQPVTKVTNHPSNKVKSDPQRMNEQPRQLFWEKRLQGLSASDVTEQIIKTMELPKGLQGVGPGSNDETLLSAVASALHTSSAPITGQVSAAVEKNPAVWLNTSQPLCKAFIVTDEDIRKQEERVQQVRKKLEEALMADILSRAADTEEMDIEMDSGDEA
DAX1 inh-2 = inhibitors of human orphan nuclear receptor DAX1 (NR0B1); HEK293 Gal4-DAX1 luciferase reporter, luminescence; inhibition, % at 6.75 µM; hit rate 0.99% among 340,000; AID 504766;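 active = inhibition above the mean over all tested compounds plus 3 SD, cut at about 4.2% in these data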;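 also: 0% = DAX1-transfected cells with DMSO and 100% = empty-vector control cells with DMSO; inhibition shows as a rise in luminescence from relieved DAX1 repression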
PLCg1 inh = inhibitors of human phospholipase C gamma1; inhibition, % at 12.2 µM; hit rate 0.84% among 370,000; purified PLC-gamma1, fluorogenic substrate, fluorescence; P19174; in the data active = inhibition above about 9.5%
ssDAF-12 act = S. stercoralis DAF-12 activation, primary screen; AID 652126; HEK293 ssDAF-12/GRIP1 lit1-tk-luc reporter, luminescence; % of 3 µM dafachronic acid response; activation, % at 6.8 µM; hit rate 1% among 370,000;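 active = activation above the mean over all tested compounds plus 3 SD, cut at about 0.9% in these data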;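 also: 0% = DMSO-only wells and 100% = 3 µM delta7-dafachronic acid wells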
hgDAF-12 ag = activates the H. glycines DAF-12 receptor ligand-binding domain; hit rate 1.8% among 370,000; HEK293 GAL4-hgDAF12 UAS-luciferase reporter, agonist luminescence; normalized to butyrate control; activation, % at 6.8 µM;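 active = activation above a cutoff set at the mean of all screened compounds plus 3 SD, cut at about 10% in these data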;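 also: 0% = DMSO wells and 100% = sodium butyrate wells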
hcDAF12 agonist = activators of H. contortus DAF-12 nuclear receptor | HEK293 hcDAF-12 lit1-tk-luc reporter, luminescence; 0% DMSO, 100% Δ7-dafachronic acid | activation, % at 6.8 µM | hit rate 1.4% among 370,000 | AID 652067;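 active = activation above the mean of all tested compounds plus 3 SD, cut at about 5.5% in these data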;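 also: 100% = response to 3 µM Δ7-dafachronic acid high control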
PLC-beta3 inh = blocks human PLC-beta3 enzyme activity | Q01970 | Purified PLC-beta3, fluorogenic substrate, fluorescence | inhibition, % at 12.2 µM | hit rate 0.18% among 370,000 | AID 720704; in the data active = inhibition above about 11%;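 also: 0% = median of compound wells on plate and 100% = full blocker control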
Rev-erbA mod = modulates human Rev-erb alpha binding to DNA; P20393; Rev-erbα–FITC-DNA binding, fluorescence polarization, 90 min; activity, % at 10 µM; hit rate 0.79% among 370,000; AID 1259318;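 active = activity above about 14%, limit read from the data; passing the limit was not always enough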;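 also: 0% = DMSO wells with 35 nM protein and 100% = DMSO wells with 750 nM protein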
Target sequence (P20393 whole entry, looked up): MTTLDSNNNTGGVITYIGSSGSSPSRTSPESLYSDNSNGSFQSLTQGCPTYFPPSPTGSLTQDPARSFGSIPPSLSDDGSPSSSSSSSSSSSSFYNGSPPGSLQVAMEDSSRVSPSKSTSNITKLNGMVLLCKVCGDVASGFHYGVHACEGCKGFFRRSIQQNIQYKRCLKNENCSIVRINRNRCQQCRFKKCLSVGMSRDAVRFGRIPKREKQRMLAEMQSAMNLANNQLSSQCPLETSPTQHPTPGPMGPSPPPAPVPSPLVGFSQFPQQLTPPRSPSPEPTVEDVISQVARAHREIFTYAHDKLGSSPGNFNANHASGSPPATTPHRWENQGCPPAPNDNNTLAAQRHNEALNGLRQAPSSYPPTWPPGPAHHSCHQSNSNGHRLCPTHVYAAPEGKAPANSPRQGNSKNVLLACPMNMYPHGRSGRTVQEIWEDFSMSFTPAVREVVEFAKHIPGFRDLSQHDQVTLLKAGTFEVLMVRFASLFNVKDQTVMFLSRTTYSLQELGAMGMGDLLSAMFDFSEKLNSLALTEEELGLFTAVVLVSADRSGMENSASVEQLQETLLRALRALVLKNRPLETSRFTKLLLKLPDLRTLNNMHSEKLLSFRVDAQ
An asterisk follows results filed as active; i = inactive; · = not tested or not shown.

entry	canonical_smiles	DAX1 inh-1	SMARCA2 act	ADAM17 inh	MBD2 DNA inh	DAX1 inh-2	PLCg1 inh
1	COc1ccc(CCNc2ccc(C(CC(N)=O)NC(=O)c3ccccc3)cc2[N+](=O)[O-])cc1 (stereo not drawn)	0.0	0	-3	2	0.8	-2
2	COc1ccc(C(=O)NCc2ccc(N3CCN(C(=O)OC(C)(C)C)CC3)cc2)cc1	-1.1	-2	-2	-4	-0.4	1
3	COc1ccc2nc(NC(=O)c3ccc(F)cc3)sc2c1	1.8	1	-4	-5	4.7*	-12
4	NNc1ccc(S(=O)(=O)N2CCCCC2)cn1	-0.3	-2	-4	2	0.2	-2
5	O/N=C/c1cccn1-c1ccc(O)cc1	-0.7	-3	0	-3	0.4	-2
6	C(=N/Nc1cc(N2CCOCC2)nc(N2CCOCC2)n1)/c1ccccc1	0.5	-1	-2	-5	-1.8	-7
7	CCOc1ccc(OCCSc2nnnn2C2CCCCC2)cc1	-0.2	0	-2	-1	0.4	1
8	COc1cccc(C(=O)Nc2nnc(SCC(=O)NC3CCCC3)s2)c1	0.2	1	6	-3	-0.7	-3

entry	ssDAF-12 act	hgDAF-12 ag	hcDAF12 agonist	PLC-beta3 inh	Rev-erbA mod
1	-1.5	-0.2	-1.4	-1	9
2	-1.1	2.1	-0.7	2	2
3	-0.3	14*	0.5	-21	6
4	-2.2	0.2	-1.3	-12	-4
5	-1.3	1.9	-0.6	1	-6
6	-0.9	-1.5	-2.8	-11	5
7	-0.6	-0.6	-1.1	-4	0
8	-0.8	2.8	2.2	-16	3

Quoted from above: nos. 7–8
entry	canonical_smiles	DAX1 inh-1	SMARCA2 act	ADAM17 inh	MBD2 DNA inh	DAX1 inh-2	PLCg1 inh
7	CCOc1ccc(OCCSc2nnnn2C2CCCCC2)cc1	-0.2	0	-2	-1	0.4	1
8	COc1cccc(C(=O)Nc2nnc(SCC(=O)NC3CCCC3)s2)c1	0.2	1	6	-3	-0.7	-3

entry	ssDAF-12 act	hgDAF-12 ag	hcDAF12 agonist	PLC-beta3 inh	Rev-erbA mod
7	-0.6	-0.6	-1.1	-4	0
8	-0.8	2.8	2.2	-16	3

Compound profiles, as listed above. Order of screens: DAX1 inh-1	SMARCA2 act	ADAM17 inh	MBD2 DNA inh	DAX1 inh-2	PLCg1 inh	ssDAF-12 act	hgDAF-12 ag	hcDAF12 agonist	PLC-beta3 inh	Rev-erbA mod
Record of COc1ccc2nc(NC(=O)c3ccc(F)cc3)sc2c1 : 1.8	1	-4	-5	4.7*	-12	-0.3	14*	0.5	-21	6
Record of COc1ccc(C(=O)NCc2ccc(N3CCN(C(=O)OC(C)(C)C)CC3)cc2)cc1 : -1.1	-2	-2	-4	-0.4	1	-1.1	2.1	-0.7	2	2
Record of COc1cccc(C(=O)Nc2nnc(SCC(=O)NC3CCCC3)s2)c1 : 0.2	1	6	-3	-0.7	-3	-0.8	2.8	2.2	-16	3
Record of C(=N/Nc1cc(N2CCOCC2)nc(N2CCOCC2)n1)/c1ccccc1 : 0.5	-1	-2	-5	-1.8	-7	-0.9	-1.5	-2.8	-11	5
Record of CCOc1ccc(OCCSc2nnnn2C2CCCCC2)cc1 : -0.2	0	-2	-1	0.4	1	-0.6	-0.6	-1.1	-4	0

Further results follow.
entry	canonical_smiles	DAX1 inh-1	SMARCA2 act	ADAM17 inh	MBD2 DNA inh	DAX1 inh-2	PLCg1 inh
9	COc1ccc(-n2c(SCC(=O)NCc3cccs3)nc3[nH]ncc3c2=O)cc1	1.1	0	2	4	-1.5	1
10	CC(=O)Nc1ccc2cnn(C(C)=O)c2c1	-0.8	-4	-4	3	1.5	1
11	O=C(COC(=O)Cc1ccc(Br)cc1)NCc1ccc2c(c1)OCO2	1.8	3	2	-2	0.0	4
12	COCCN(C(=S)Nc1ccccc1OC)C(C)c1cccs1 (stereo not drawn)	-0.1	-1	1	9	0.0	3
13	CCN(CC)c1ccc(S(=O)(=O)N2CCOCC2)cc1NC(=O)Nc1ccccc1	-1.8	-1	2	1	-1.1	8
14	Cc1cccc(C(=O)Oc2ccc(/C=N/NC(=O)c3ccccc3O)cc2)c1	1.2	1	-5	-1	0.1	-43
15	COC(=O)CC(c1ccc(OC)c(OC)c1)c1ccc(OC)c(OC)c1	0.5	-1	-1	-3	-0.1	1
16	CCC(C)(C)NC(=O)C(c1cccn1C)N(C(=O)Cn1nnc2ccccc21)c1ccc(OC)cc1OC (stereo not drawn)	0.5	2	-5	2	-0.4	2

entry	ssDAF-12 act	hgDAF-12 ag	hcDAF12 agonist	PLC-beta3 inh	Rev-erbA mod
9	-1.7	-4.1	0.4	2	5
10	-1.1	3.0	-0.8	-4	-4
11	-0.6	0.9	-1.1	-4	3
12	0.1	-0.1	-2.3	-3	-2
13	-1.3	-0.9	-0.5	4	15
14	-0.7	9.7	-2.2	-48	-1
15	-1.6	-3.5	-2.1	-4	-4
16	-1.1	1.5	-2.2	2	-3

Following part
entry	canonical_smiles	DAX1 inh-1	SMARCA2 act	ADAM17 inh	MBD2 DNA inh	DAX1 inh-2	PLCg1 inh
17	O=C(NCCCn1ccnc1)c1cc(-c2cccs2)on1	-0.9	0	0	1	3.9	5
18	COCCn1c(C)cc2c(c1=O)C(c1ccco1)C(C#N)=C(N)O2 (stereo not drawn)	-0.5	-2	-55	3	0.3	-24
19	CCOC(=O)C1=CNS(=O)(=O)NC1c1ccc(C[C@H](NC(=O)CNC(=O)CCc2ccccc2)C(N)=O)cc1 (stereo partly drawn)	0.7	-4	-38	0	1.7	-38
20	Cn1cc(CN2CCC(C(=O)Nc3cccc(-c4cccc(F)c4)c3)CC2)cn1	0.4	0	1	-4	-0.7	3
21	COC(=O)c1nnn(-c2nonc2N)c1CSCCO	0.4	1	-1	0	0.0	1
22	CCOC(=O)CSc1nnc(-c2ccc(S(=O)(=O)N3CCOCC3)cc2)n1-c1ccccc1	0.7	-1	-3	-5	-0.6	0
23	CCOC(=O)N1CCN(S(=O)(=O)c2ccc(C(=O)N(CCCN(C)C)c3nc4ccc(OC)cc4s3)cc2)CC1	3.6*	0	-3	-2	-0.7	-1
24	N#CCC(=O)Nc1ccc(C(=O)OCC(=O)Nc2cccc3ccccc23)cc1	0.4	-3	-1	2	0.3	-4

entry	ssDAF-12 act	hgDAF-12 ag	hcDAF12 agonist	PLC-beta3 inh	Rev-erbA mod
17	-0.1	53*	7.6*	3	1
18	-1.5	-0.3	-1.4	-33	-6
19	-1.2	2.3	-1.7	-56	3
20	-1.0	1.9	2.9	-2	-2
21	-1.1	0.0	-0.1	4	-3
22	-1.0	1.3	-0.7	2	-5
23	-0.4	-1.4	2.3	-7	1
24	-1.6	1.1	0.1	-13	1

A few values from the results shown.
hgDAF-12 ag, compound 20 stands at 1.9
hgDAF-12 ag, compound 17 stands at 53*

Following part
entry	canonical_smiles	DAX1 inh-1	SMARCA2 act	ADAM17 inh	MBD2 DNA inh	DAX1 inh-2	PLCg1 inh
25	CN(C)c1ccc(NC(=O)CN2C(=O)CC(c3ccccc3)=Nc3ccccc32)cc1	-1.0	-4	-3	-1	0.0	3
26	CN(CCO)c1cnccn1	0.0	1	-3	-3	-0.9	-4
27	CN(C)C(=O)CSc1nnc(Cc2ccc3c(c2)OCO3)o1	0.6	0	3	5	-0.5	0
28	CCOC(=O)C(C)/C(C)=N/NC(=O)CCC(=O)Nc1cc(C)ccc1C (stereo not drawn)	0.1	-2	-4	2	-0.6	4
29	C[C@@H](NC(=O)c1nc[nH]c1C(=O)N[C@@H](CCCCNC(=O)OC(C)(C)C)C(=O)OC(C)(C)C)c1ccccc1	-0.9	-1	22*	-2	1.0	8
30	CC1(c2ccc(F)cc2)OC(=O)c2c1ccc1ccccc21 (stereo not drawn)	-2.1	-3	1	-6	1.1	6
31	CC1CC(C)CN(CCCNC(=O)c2cc3c(s2)-c2ccccc2OC3)C1 (stereo not drawn)	0.0	-3	i	7	0.9	i
32	CN(CP(=O)(O)CN(C)S(C)(=O)=O)S(C)(=O)=O	-0.3	-2	0	1	0.1	8

entry	ssDAF-12 act	hgDAF-12 ag	hcDAF12 agonist	PLC-beta3 inh	Rev-erbA mod
25	-1.0	-0.2	-0.9	2	-5
26	-1.2	-1.3	1.4	-8	-1
27	-1.0	1.4	0.6	-1	-4
28	-1.5	-1.3	-1.8	1	0
29	-1.7	-3.1	-2.6	10	0
30	-0.4	3.2	-0.5	5	2
31	-1.2	0.5	-1.7	i	-7
32	-1.0	-0.2	-0.8	1	1

Printed as active in ADAM17 inh, among the entries above:
no.	SMILES	DAX1 inh-1	SMARCA2 act	ADAM17 inh	MBD2 DNA inh	DAX1 inh-2	PLCg1 inh	ssDAF-12 act	hcDAF12 agonist	PLC-beta3 inh	Rev-erbA mod
29	C[C@@H](NC(=O)c1nc[nH]c1C(=O)N[C@@H](CCCCNC(=O)OC(C)(C)C)C(=O)OC(C)(C)C)c1ccccc1	-0.9	-1	22*	-2	1.0	8	-1.7	-2.6	10	0

Continued:
entry	canonical_smiles	DAX1 inh-1	SMARCA2 act	ADAM17 inh	MBD2 DNA inh	DAX1 inh-2	PLCg1 inh
33	c1ccc(COc2ccc(CNCc3cccs3)cc2)cc1	-0.4	3	-5	5	-0.1	3
34	ClCc1cc2ccccc2nc1Cl	0.3	-5	-5	-2	-1.4	-3
35	CC(=O)Nc1ccc(NC(=O)COC(=O)COc2ccc3ccccc3c2)cc1	-0.7	1	-1	2	-0.4	0
36	Cc1ccc2[nH]c3c(c2c1)CC/C(=C/c1ccccc1)C3=O	1.1	3	-2	2	1.7	-23
37	CCOC(=O)[C@]12CCCC=C1N(Cc1ccco1)C(=O)[C@H](CC(=O)NCCCOC)C2	-0.4	-3	-7	3	·	-4
38	CN(Cc1ccccc1)C(=O)COC(=O)c1cc(-c2ccc(Cl)s2)nc2ccccc12	-1.4	5	-45	-3	-0.3	-155
39	COC(=O)CC1C(=O)NCCN1C(=O)c1cc([N+](=O)[O-])ccc1Cl (stereo not drawn)	0.3	-3	-2	-2	1.4	2
40	O=C(c1cc(C2CCCCN2C(=O)CCCc2ccccc2)on1)N1CCOCC1 (stereo not drawn)	-0.9	-2	-1	1	·	4
41	O=C(NC1CCCCC1)c1n[nH]c2c1CCCCC2	-0.9	-3	0	4	-5.2	4

entry	ssDAF-12 act	hgDAF-12 ag	hcDAF12 agonist	PLC-beta3 inh	Rev-erbA mod
33	-1.0	6.6	1.1	4	7
34	-1.0	1.6	2.8	-5	4
35	-0.8	0.1	2.0	-4	-3
36	-0.2	2.6	3.1	-34	4
37	-0.7	-3.5	0.4	-6	4
38	-0.8	3.0	-1.8	-194	3
39	-1.2	0.0	0.7	-2	-4
40	-1.0	-1.2	-0.7	0	-5
41	-2.5	-9.0	-2.1	4	-6
